Source: PubChem (School of Medicine, Boston University)
PL biosyn Enam = animal cell phospholipid biosynthesis inhibition, Enamine screen | ZR-82 CHO cells, pyrene fatty acid UV survival, CellTiter Blue; peroxisome-deficient CHO-K1 mutant line; plus DGAT-1, DGAT-2 and ACAT inhibitors | calls only at 10 µM | 20,000 tested, 0.4% active | AID 1347385;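 active means cell survival signal 2 SD away from solvent-only control wells, confirmed on one or two retests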;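 further: 3 h compound exposure then viability read about one day after UV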
Calls only; i = inactive; + = active, no number.

SMILES | PL biosyn Enam
CC1(C)CC2CC(C)(CN2c2nc3ccccc3nc2NS(=O)(=O)c2ccccc2)C1 (stereo not given) | i
CC1CCC2(CC1)OCC1(CCC3(COC4(CCC(C)CC4)OC3)C1=O)CO2 (stereo not given) | i
CC(C)CNC(=O)CN1C(=O)C(=O)N(CCC2=CCCCC2)C1=O | i
O=c1ccc2cc([N+](=O)[O-])ccc2o1 | i
Cc1nc(Nc2cc(F)ccc2F)c2c3c(sc2n1)CCC3 | i
COC(=O)c1sc2nc(C3CC3)[nH]c(=O)c2c1CC(=O)O | i
CC(C)=CCC/C(C)=C/C=N/Nc1nc(C)cc(=O)[nH]1 | i
Cn1ccsc1=NC(=O)COc1ccc2c(c1)CCC2 | i
CCN(C(=O)CN1C(=O)NC2(CCC(C)CC2)C1=O)C1CCCCC1 (stereo not given) | i
Clc1cnc(N/N=C/c2ccco2)c(Cl)c1 | i
CCn1c(=O)[nH][nH]c1=S | i
O=c1c2ccccc2nc2c3ccccc3c3nncn3n12 | i

Four entries from above, field by field.
Cc1nc(Nc2cc(F)ccc2F)c2c3c(sc2n1)CCC3
  PL biosyn Enam: i

COC(=O)c1sc2nc(C3CC3)[nH]c(=O)c2c1CC(=O)O
  PL biosyn Enam: i

CC1CCC2(CC1)OCC1(CCC3(COC4(CCC(C)CC4)OC3)C1=O)CO2 (stereo not given)
  PL biosyn Enam: i

O=c1ccc2cc([N+](=O)[O-])ccc2o1
  PL biosyn Enam: i

The listing continues.
SMILES | PL biosyn Enam
CN1/C(=C\P(=Nc2ccc(F)cc2)(c2ccccc2)N2CCN(c3ccccc3)CC2)C(C)(C)c2ccccc21 (stereo not given) | i
C/[N+]([O-])=C\c1ccc(F)cc1 | i
Cc1cc(C)nc(N/N=C/C2=CCC3CC2C3(C)C)n1 (stereo not given) | i
Cc1cc(C)c(C(N)=O)c(=S)[nH]1 | i
O=C(CSc1ncnc2sccc12)NC(=O)NC1CCCC1 | i
Cc1cc(C)c(-c2csc(=NC3CC3)n2N=C2CCCC2)cc1C | i
C(=C\c1ccccc1)/CSc1nnc(-c2ccncc2)o1 | i
Cc1cc(C(=O)CN2C(=O)NC3(CCCCC3C)C2=O)c(C)n1Cc1ccco1 (stereo not given) | i
COC(=O)COC(=O)c1[nH]c(C)c(C(C)=O)c1C | i
O=[N+]([O-])c1ccc(N2CCOCC2)cc1NN=C1CCCCC1 | i
Fc1ccc(-c2csc(SCc3nnc(-c4ccc(F)cc4)o3)n2)cc1 | i
Cc1cc(-c2csc(N)n2)c(C)n1CCC(C)C | i
Cc1ccc(/C=c2\s/c(=C\C(=O)C(C)(C)C)[nH]c2=O)s1 | i
NC(c1ccccc1)c1cc2ccccc2o1 (stereo not given) | i
CN(CC1COc2ccccc2O1)C(=S)NC1CCCCC1 (stereo not given) | i
CC1=CC(C)C(C(=O)O)C(C(=O)O)C1 (stereo not given) | i
CC1(C)C2CC=C(/C=N/NC(N)=O)C1C2 (stereo not given) | i
Cc1cc(C)n2ncnc2n1 | i
O=c1cc(CSc2ccc(S(=O)(=O)N3CCCC3)cn2)nc2ccc(Br)cn12 | i
CC(C)(C)P(=NC(=S)Nc1ccc2c(c1)OCO2)(N1CCCCCC1)N1CCCCCC1 | i
Nc1cc(Cl)ccc1N1CCCC1 | i
Cc1nc2ccccc2n1C(F)F | i
O=c1cc(CNc2cc(Cl)ccc2Cl)nc2sccn12 | i
O=C(O)CSc1cccc[n+]1[O-] | i
C/C(CC(=O)C(F)(F)F)=N\NC(=O)C(N)=O | i
Cc1scnc1C12CC3CC(CC(C3)C1)C2 | i
COc1ccc(N2CCN(c3ccnc(N4CCN(c5ccc(OC)cc5)CC4)n3)CC2)cc1 | i
O=[N+]([O-])c1cc(S(=O)(=O)C(F)F)ccc1Cl | i
c1coc(C(CNc2ncnc3sc4c(c23)CCC4)N2CCCC2)c1 (stereo not given) | i
O=C(CSc1nnc(NC2CC2)s1)N1CCCC1 | i
COC(=O)Nc1ccc(SC(F)(F)C(F)(F)C(F)(F)F)cc1 | i
O=S(=O)(NCCCN1CCOCC1)c1ccc(Cl)s1 | i
Cc1cc(=O)oc2c1c(C)nn2CN1CCN(C)CC1 | i
C=C(C)CN(CC)Cn1nnn(-c2ccccc2)c1=S | i
O=[N+]([O-])/C(C=Nc1ccc(Cl)cc1)=C\Nc1ccc(Cl)cc1 | i
COc1ccccc1OCCn1c(C2CCCO2)nc2ccccc21 (stereo not given) | i

A second format for some results above.
CC(C)=CCC/C(C)=C/C=N/Nc1nc(C)cc(=O)[nH]1
  PL biosyn Enam: i
Cn1ccsc1=NC(=O)COc1ccc2c(c1)CCC2
  PL biosyn Enam: i
CCN(C(=O)CN1C(=O)NC2(CCC(C)CC2)C1=O)C1CCCCC1 (stereo not given)
  PL biosyn Enam: i
Clc1cnc(N/N=C/c2ccco2)c(Cl)c1
  PL biosyn Enam: i

Following part:
SMILES | PL biosyn Enam
Cn1c(N)c(C(=O)CSc2nc3sc4c(c3c(=O)n2Cc2ccco2)CCCC4)c(=O)[nH]c1=O | i
c1ccc2[nH]c(NN=C3CCCC3)nc2c1 | i
CC(C)CN1c2cccc3cccc(c23)S1(=O)=O | i
COc1cc(Br)c(CSc2n[nH]c(=O)n2C2CC2)cc1OC | i
CN(C)C(=S)Nc1ccc(Cl)cc1Cl | i
CCc1nnc(NC(=O)CCc2c(C)nc3cc(C)nn3c2C)s1 | i
CN(C)c1ccc(P(=Nc2ccccc2[N+](=O)[O-])(N2CCOCC2)N2CCOCC2)c2ccccc12 | i
COc1ccc(C(N)=S)cc1OC | i
COc1ccccc1-c1noc(CSc2nnc(-c3ccc4c(c3)OCO4)o2)n1 | i
c1cnc(Sc2nnc3ccccn23)nc1 | i
Cc1[nH]c2ccccc2c1N=Nc1ccc(SC(F)F)cc1 | +
Cc1cc(Oc2ccnc3cc(Cl)ccc23)c(C(C)C)cc1Cl | i
c1nc(NC2CCCCC2)c2c3c(sc2n1)CCCC3 | i
Cc1cc(C)n2nc(SCc3cc(=O)oc4cc5c(cc34)CCC5)nc2n1 | i
O=C(Cn1cc(C(F)(F)F)cc(Cl)c1=O)C12CC3CC(CC(C3)C1)C2 | i
CCc1noc(C)c1C(=O)OCC(=O)NC(=O)NC1CCCC1 | i
C=CCn1c(SC2CCOC2=O)nc2scc(C3CC3)c2c1=O (stereo not given) | i
O=S1(=O)CCC(NS(=O)(=O)c2ccc3ccccc3c2)C1 (stereo not given) | i
Cc1cc(/C=N/N=C2\CC3CCC2(C)C3(C)C)c(C)n1-c1ccc(Cl)cc1 (stereo not given) | i
O=C(Nc1cc([N+](=O)[O-])ccc1O)NC1CCS(=O)(=O)C1 (stereo not given) | i
O=C(CCNC(=O)c1ccco1)NCCC1=CCCCC1 | i
Cc1csc(=O)n1CC(=O)NC1CCCCC1 | i
N=C1c2ccccc2CN1c1ccc(N2Cc3ccccc3C2=N)c(Cl)c1 | i
CCn1c(SCc2nc3sc4c(c3c(=O)[nH]2)CCCC4)nc2sc3c(c2c1=O)CCCC3 | i
Cc1c(Cl)c(=O)oc2cc(O)ccc12 | i
CC1CCc2nc(NC(=O)C3=NNC(=O)CC3)sc2C1 (stereo not given) | i
CN=c1scc(-c2ccccc2F)n1/N=C/c1ccc(SC)cc1 | i
COc1ccccc1N=C(Nc1ccccc1OC)SC | i
Cc1ccc(N=C2OC(c3ccc(C)cc3)(C(F)(F)F)NC(=S)N2c2ccc(C)cc2)cc1 (stereo not given) | i
CCn1c(O)c(C=NCC2CCCCC2)c(=O)n(CC)c1=S | i
CCCCn1c(=O)[nH]c(=O)c2c1ncn2CCOC | i
Cc1sc2ncn(NC(=S)NCCCN(C)C)c(=O)c2c1C | i
O=[N+]([O-])c1ccc(/C=N/NC2=Nc3cccc4cccc2c34)cc1 | i
Cc1cc(S(=O)(=O)NCc2ccc3c(c2)OCO3)c(C)c(C)c1C | i
Cc1cc(C(=O)COC(=O)/C=C/c2ccc(Br)o2)c(C)n1CC1CCCO1 (stereo not given) | i
Cc1cc(C)nc(NS(=O)(=O)c2ccc(Br)cc2)n1 | i
O=C(OCc1cc(=O)oc2ccc3ccccc3c12)c1ccc2ccccc2n1 | i
CC(C)CCNC(=O)NC(=O)CSc1nnc(C2CC2)n1C | i
O=S1(=O)CCN2N=C(SCc3ccccc3F)SC2=N1 | i
COC(=O)[C@@H]1CC(O)CN1C(=O)C12CC3CC(CC(C3)C1)C2 (stereo not given in full) | i
C#CCSc1nc(C)c2cc(OC)ccc2n1 | i
Brc1cc2c(cc1CSc1ncnc3sccc13)OCO2 | i
COc1ccc(-c2nnc(SCc3cc(Cl)c4c(c3)OCCO4)o2)c(OC)c1 | i
Cc1nc(N2CCOCC2)c2c3c(sc2n1)CCCCC3 | i
Cc1cccc2nc(COC(=O)CCN3C(=O)C4CC=CCC4C3=O)cc(=O)n12 (stereo not given) | i
O=c1nc2n(c3sc4c(c13)CCC4)Cc1ccccc1-2 | i
O=C1OC(c2ccccc2I)=N/C1=C\c1ccc(Oc2ccccc2)cc1 | i
COc1cc(-c2nnc(CSc3nnc(-c4ccco4)n3C)o2)cc(OC)c1OC | i
c1nc(N2CCOCC2)c2ccsc2n1 | i
O=C(COC(=O)c1ccc([N+](=O)[O-])o1)Nc1c(F)c(F)c(F)c(F)c1F | i
ClC(Cl)(Cl)C1=NC(C(Cl)(Cl)Cl)=NP(N=P(c2ccccc2)(c2ccccc2)c2ccccc2)(N=P(c2ccccc2)(c2ccccc2)c2ccccc2)=N1 | i
COc1ccc(NC(=S)NN(C)C(=S)Nc2ccc(OC)cc2)cc1 | i
OC12CC3CC(CC(C3)C1)C2 | i
Cc1cnnn1-c1ccc([N+](=O)[O-])cc1 | i
O=C(c1cccs1)N1CCN(C(=O)c2cccs2)CC1 | i
O=c1oc2cc(O)ccc2cc1-c1csc(-c2cc3c(ccc4ccccc43)oc2=O)n1 | i
C=CCn1c(C)cc(C(=O)CSc2nnc(C3CC3)n2C2CC2)c1C | i
Nc1nnc(SCc2nc3sc4c(c3c(=O)[nH]2)CCCC4)s1 | i
Oc1c(Br)cc(/C=C/c2nc3cc(Cl)ccc3o2)cc1Br | i
C(=N\Nc1ccc2ccccc2n1)/c1ccccn1 | i
Other records follow:
SMILES | PL biosyn Enam
O=C(CC1(O)C(=O)Nc2ccccc21)c1ccccn1 (stereo not given) | i
FC(F)(F)c1cc(-c2ccccc2)nc2oc3ccccc3c12 | i
C=CCn1c(SCC(=O)c2c(N)n(C)c(=O)n(C)c2=O)nc2sc3c(c2c1=O)CCCC3 | i
CC1CCC2(CC1)NC(=O)N(NC(=O)CSc1ncn[nH]1)C2=O (stereo not given) | i
CC(=O)c1c(C)[nH]c(-c2csc(NN3C(=O)C4CC=CCC4C3=O)n2)c1C (stereo not given) | i
O=S(=O)(c1ccc(F)c(F)c1)N1CCN(c2nnnn2-c2ccccc2)CC1 | i
CC(C)(C)CC(=O)Nc1nnc(C2CC2)s1 | i
FC(F)(F)c1cc(Oc2ncnc3c2oc2ccccc23)cc(C(F)(F)F)c1 | i
Cc1cc(=O)n(C)c(=O)n1CCCSC(=N)N | i
O=P1(NN=C2CCCC2)C=C(c2ccccc2)OC(c2ccccc2)=C1 | i
Cn1nc(C(=O)Nc2nc3ccc(S(C)(=O)=O)cc3s2)ccc1=O | i
Oc1c(Br)cc(/C=N/Nc2c(Cl)cc(Cl)cc2Cl)cc1Br | i
Cc1sc2ncn(/N=C/N(C)C)c(=O)c2c1C | i
Cn1ccnc1Sc1ncccc1[N+](=O)[O-] | i
CCOC(=O)C(C(C)=O)=C1SC2CS(=O)(=O)CC2S1 (stereo not given) | i
C=CCNC(=S)c1c(-c2ccccc2)c2c3n(c(-c4ccccc4)cn13)CCCC2 | i
O=c1cc(CSc2cccc[n+]2[O-])c2c(ccc3ccccc32)o1 | i
CC(C)n1c(=S)[nH]c2scc(-c3cccs3)c2c1=O | i
C=CCn1c(SC(C)C(=O)NCC2CCCO2)nc2scc(C3CC3)c2c1=O (stereo not given) | i
O=P1(Nc2ccc(F)cc2)C=C(c2ccccc2)OC(c2ccccc2)=C1 | i
O=S(=O)(c1ccc(C2=CSC3=NCCCN23)cc1)N1CCOCC1 | i
Cn1c(=O)c2c(=S)nc(C(C)(C)C)[nH]c2n(C)c1=O | i
FC(F)(F)c1ccccc1C1C2=C(Nc3ncnn31)c1ccccc1CCC2 (stereo not given) | i
Clc1ccc(-c2nc(-c3ccccn3)no2)cc1 | i
Cn1cccc1C(=O)NC(=O)COC(=O)/C=C/c1ccc(Br)o1 | i
c1cc(-n2cnnn2)ccc1-c1nnc2n1CCCCC2 | i
O=C(NC12CC3CC(CC(C3)C1)C2)c1ccc([N+](=O)[O-])o1 | i
O=C(N/N=C1\CCc2ccccc21)C1COc2ccccc2O1 (stereo not given) | i
O=C1CC2(CCCC2)C(=O)N1CN1CCN(S(=O)(=O)c2ccc(F)c(F)c2)CC1 | i
O=c1[nH]c(SCc2nnc(-c3cccs3)o2)nc2scc(-c3cccs3)c12 | i
Cn1nc(N2CCN(C(=O)c3ccco3)CC2)c(=O)n(C)c1=O | i
S=c1n(CN2CCCCC2)nc2c(Cl)cc(Cl)cn12 | i
c1ccc2sc(CSc3ncnc4sc5c(c34)CCC5)nc2c1 | i
Cc1ccc(C2SCCN2S(=O)(=O)c2ccc(C)cc2)cc1 (stereo not given) | i
Fc1cccc(F)c1/C=N/n1c(-c2cc3ccccc3o2)csc1=NCCc1ccccc1 | +
CC(=O)N1CN(C2CCCC2)Cc2c1sc1c2CCCC1 | i

Only part of the results is shown; rates above refer to the full screens.
